Screens as filed in PubChem BioAssay.
phage Ecoli inh: E. coli growth loss with phage present. 360,000 compounds, 0.26% hits. growth absorbance. AID 651602. inhibition, % at 11.9 µM; in the data active means inhibition above about 11%
PfHsp90 set2: inhibits growth of yeast expressing Plasmodium falciparum Hsp90. S. cerevisiae expressing PfHsp90, BacTiter-Glo ATP, 48 h; yeast lacking PDR1 and PDR3 efflux regulators. inhibition, % at 9.4 µM. 310,000 compounds, 0.32% hits;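 active means every replicate shows inhibition above about 80%, whatever the replicate mean, limit read from the data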;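 further: 0% = DMSO neutral controls and 100% = 20 µM radicicol positive controls; yeast relying on Plasmodium falciparum Hsp90 in place of its own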
Tat export inh: blocks Tat-dependent protein export in E. coli. inhibition, % at 10 µM. 340,000 compounds, 0.036% hits. E. coli MC4100 TorA-mCherry Tat export, fluorescence;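 active means mean replicate inhibition at least 50% and at least half of replicates individually reaching 50%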;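 further: exported cargo escapes ClpAP degradation while cytoplasmic cargo is degraded and loses fluorescence; 0% = median of neutral control wells and 100% = median of NaSCN control wells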
PKA-R2B activ: PKA-R2B complex activation. PKA-R2B holoenzyme dissociation, Cy5-IP20 fluorescence polarization; R2B truncated from residue 108, S112A mutant; 0% DMSO only, 100% 113 µM cGMP. activation, % at 11.4 µM. 340,000 compounds, 0.079% hits. P22694+P31323. AID 504700;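 active means activation above a cutoff set at the mean over all compounds plus 3 SD, cut at about 18% in these data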;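 further: higher means more holoenzyme dissociation and a rise in polarization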
Target sequence (P31323 whole entry, looked up, other chains not shown, the tested form may be a part): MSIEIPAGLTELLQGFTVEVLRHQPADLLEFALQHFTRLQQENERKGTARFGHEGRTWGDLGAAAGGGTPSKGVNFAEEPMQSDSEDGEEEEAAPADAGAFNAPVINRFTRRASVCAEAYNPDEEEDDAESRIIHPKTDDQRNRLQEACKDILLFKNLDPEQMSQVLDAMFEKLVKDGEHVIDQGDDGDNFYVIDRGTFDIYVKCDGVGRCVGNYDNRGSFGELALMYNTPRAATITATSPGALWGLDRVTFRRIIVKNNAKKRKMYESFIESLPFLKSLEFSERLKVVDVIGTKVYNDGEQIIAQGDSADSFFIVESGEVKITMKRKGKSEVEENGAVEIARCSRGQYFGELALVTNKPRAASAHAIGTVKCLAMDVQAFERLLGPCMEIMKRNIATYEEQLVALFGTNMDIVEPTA
MOR-DOR inv ag: inverse agonists of human mu-delta opioid receptor heterodimerization; AID 504357; inhibition, % at 9.3 µM; 340,000 compounds, 0.21% hits; cell-based MOR-DOR heterodimer luminescence, inverse agonism; in the data active means inhibition above about 22%, passing the limit was not always enough;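 further: 0% = cells with DMSO and 100% = wells without cells with DMSO; values of inactives mirror those of a sister screen read the other way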
Ecoli viability: counter-screen for AddAB inhibitors: E. coli growth inhibition; AID 449728; E. coli V3065 growth, OD600 absorbance, 18 h; inhibition, % at 11.9 µM; 330,000 compounds, 0.27% hits;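 active means inhibition above the campaign's mean inhibition across all tested compounds plus 3 SD, cut at about 9.9% in these data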;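 further: uninfected addAB+ strain grown without phage in ampicillin broth; 0% = DMSO wells and 100% = ciprofloxacin 0.95 µg/ml wells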
OPRM1-OPRD1 ag: agonists of human mu-delta opioid receptor heterodimerization; P35372+P41143; cells, OPRM1-OPRD1 heterodimerization, luminescence; activation, % at 9.3 µM; 340,000 compounds, 0.3% hits; in the data active means activation above about 18%;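 further: 0% = vehicle-treated cells and 100% = reference agonist; values of inactives mirror those of a sister screen read the other way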
Mot1-301 SUMO: inhibitors of SUMOylation pathway: yeast Mot1-301 growth rescue | S. cerevisiae Mot1-301 growth rescue, ATP luminescence, 38.5C; percent above DMSO median, 100 means doubled | growth rescue, % at 18.8 µM | 320,000 compounds, 1% hits | AID 2716;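 active means every valid replicate shows activation above 250% relative to neutral control wells; inactive means the rest, any valid replicate at or below 250%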;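 further: OY570 slx delta 5 strain wells were the positive control but not used for scaling; some compounds called inactive have numbers as strong as hits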
PKA-R1A activ: PKA-R1A complex activation. activation, % at 11.4 µM. 340,000 compounds, 0.083% hits. P00514+P68181. PKA-R1A dissociation, Cy5-IP20 fluorescence polarization; scaled: DMSO 0%, 113 µM cGMP 100%. AID 504707;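 active means percent activation above the mean of all tested compounds plus 3 SD, cut at about 19% in these data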;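 further: higher means more PKAc released from R1A so a rise in polarization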
HTR5A inv ag: inverse agonist of human HTR5A in OPRM1-OPRD1 counter-screen; P47898; HTR5A cell line, luminescence, inverse agonism; inhibition, % at 9.3 µM; 340,000 compounds, 0.083% hits; AID 504634; in the data active means inhibition mostly above about 23%, no sharp cut-off; inactive means mostly below about 18%;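 further: 0% = cells with DMSO and 100% = no-cell wells with DMSO; some compounds called inactive have numbers as strong as hits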
Target sequence (P47898 whole entry, looked up): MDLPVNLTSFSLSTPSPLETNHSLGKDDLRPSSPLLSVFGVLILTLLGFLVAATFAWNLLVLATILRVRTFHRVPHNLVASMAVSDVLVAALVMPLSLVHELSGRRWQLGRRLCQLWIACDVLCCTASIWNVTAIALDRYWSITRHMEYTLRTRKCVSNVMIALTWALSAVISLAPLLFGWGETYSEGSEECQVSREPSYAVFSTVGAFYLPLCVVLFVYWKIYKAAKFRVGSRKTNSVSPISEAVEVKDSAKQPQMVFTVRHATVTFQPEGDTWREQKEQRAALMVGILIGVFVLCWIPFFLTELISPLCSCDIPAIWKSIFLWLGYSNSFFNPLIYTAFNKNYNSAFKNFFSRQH
AddAB inh: less growth of phage-infected E. coli with AddAB. E. coli expressing H. pylori AddAB, absorbance growth. 330,000 compounds, 0.29% hits. inhibition, % at 11.9 µM; in the data active means inhibition above about 12%;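 further: 0% = vehicle wells of infected cells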
An asterisk follows results filed as active; nt = not tested or not shown; + = active, no number; & = joins results of further samples.

Under each structure – phage Ecoli inh	PfHsp90 set2	Tat export inh	PKA-R2B activ	MOR-DOR inv ag	Ecoli viability	OPRM1-OPRD1 ag	Mot1-301 SUMO	PKA-R1A activ	HTR5A inv ag	AddAB inh
CCOC(=O)C1CCCN(Cc2ccc(OCc3ccccc3)c(OC)c2)C1 (stereo unspecified)
→ 0.7	-23	-6	-20	13	0.9	-2.4	7	-3	8	0.2
O=C(COC(=O)c1ccccc1O)NCCCc1ccccc1
→ 4.8	2	0	-2	-4	3.4	0.7	nt	-4	11	0.8
C=C(C)Cn1c(N2CCCC2)nc2c1c(=O)[nH]c(=O)n2C
→ 2.8	-29	6	-12	18	0.4	-3.6	-9	4	-31	1.4
CC(=O)Nc1ccc(C(=O)NCC(c2ccco2)N(C)C)cc1 (stereo unspecified)
→ -2.6	19	1	11	-3	1.3	0.6	-5	1	-3	-0.1
O=C(Nc1cccc(-c2ccc(N3CCCCC3)nn2)c1)c1ccco1
→ 3.8	32	5	-7	7	0.8	-1.4	136	-8	-7	2.5
CC(=O)Nc1cc(C(=O)N2CCCC2)ccc1S(=O)(=O)c1ccc(C)cc1
→ -0.5	-14	-4	5	23	0.5	-4.8	111	2	8	2.1
C=C(C)C1CC=C(C)/C(=N/NC(=O)c2ccc(NC(=O)CCC)cc2)C1 (stereo unspecified)
→ 4.1	-7	-6	1	4	-1.7	-0.7	-17	-7	15	0.8
Cc1cccc(NC(=O)c2cc(-c3cc(C)c(C)cc3O)n[nH]2)c1
→ -0.2	-3	-4	-4	-19	0.0	4.0	8	-2	7	0.7
CSc1nc(C)c(C(=O)C[n+]2ccccc2C)cc1C#N
→ 0.5	26	-3	4	14	-0.8	-2.6	-25	-3	3	-2.5
CCOC(=O)c1sc(NC(=S)NC(=O)C23CC4CC(CC(C4)C2)C3)cc1C
→ 3.9	-8	-20	-2	7	-1.9	-1.4	7	6	2	0.8
CCCC(=O)N1CCN(c2nc3ccc(CC)cc3s2)CC1
→ -0.3	-3	2	3	6	-1.9	-1.1	9	-10	-2	1.6
CCN1C(=NCc2ccccc2)N[C@@H](c2ccccc2)[C@H](C(=O)OC)[C@H]1C
→ 1.9	-6	8	-2	3	2.1	-0.7	2	3	-4	3.1
COC1=C(OC)c2ccccc2C(C(=O)O)N/C1=C(/C)Nc1ccncc1 (stereo unspecified)
→ 3.0	-2	-4	-3	21	-0.6	-4.3	-9	-13	2	0.2
CCOC(=O)c1cnn(C)c1NC(=O)c1ccc(Cl)cc1Cl
→ nt	6	15	-4	14	0.3	-3.0	-3	5	-13	1.2
COc1ccc2c(c1)CCc1sc(NC(=O)c3ccc(C)cc3)nc1-2
→ 6.0	6	4	-1	11	0.1	-1.9	nt	11	-19	0.5
Cn1c(N)c(C(=O)COC(=O)/C=C/c2ccc(OC(F)F)cc2)c(=O)n(C)c1=O
→ 0.9	-2	3	-9	-11	-1.6	1.9	-6	0	-13	0.2
O=C1NC(=Nc2ccc3ccccc3c2)S/C1=C/c1ccco1
→ -0.1	1	-7	-10	7	1.9	-1.4	-7	-6	12	-1.7
O=C(NCc1ccccn1)C1CC(c2ccc(Cl)c(Cl)c2)=NO1 (stereo unspecified)
→ 3.4	-5	-3	-6	13	-1.2	-2.4	+	-10	-9	2.6
O=C(NS(=O)(=O)c1ccc(NC(=O)C2CCCO2)cc1)c1ccccc1 (stereo unspecified)
→ 3.3	7	-8	14	5	2.7	-0.9	17	-9	-5	2.3
CCOc1ccc(C(C)=O)cc1N1C(=O)C2C3C=CC(O3)C2C1=O (stereo unspecified)
→ nt	-12	4	-3	-12	0.5	2.2	9	9	-1	2.8
O=[N+]([O-])c1cc(C(F)(F)F)cc([N+](=O)[O-])c1N1CCN(S(=O)(=O)c2ccccc2)CC1
→ 4.8	1	1	-7	-37	0.4	7.3	-13	-6	2	3.2
CC(C)C(=O)NCCc1c[nH]c2ccccc12
→ 1.8	-10	7	-16	11	-2.6	-2.5	-13	-9	-68	3.4
O=C1/C(=C\c2ccc([N+](=O)[O-])cc2)CCc2ccccc21
→ 4.0	9	4	-6	4	-0.3	-0.6	nt	5	12	2.0
Cc1occc1C(=O)N/N=C/c1c(O)ccc2ccccc12
→ 10.0	30	2	-5	-13	14*	2.4	18	-7	-15	17*
O=C(Nc1ccccc1C(=O)O)c1ccc(NC(=O)C2CC2)cc1
→ -0.6	nt	2	1	11	-1.0	-1.9	106	6	9	0.7
CC(C)(C)[C@H]1CCC(=O)N([C@H](CC#N)Cc2ccccc2)CC1
→ 1.8	-6	-5	-4	6	-0.2	-1.1	17	-11	9	3.2
CC(=O)c1c(C)[nH]c(C(=O)CSc2nnc(C3CCCCC3)n2N)c1C
→ -0.3	10	3	-6	13	-3.6	-2.6	2	1	-10	-3.2
Cc1sc2nc(CSC(C)C(=O)N3CCOCC3)[nH]c(=O)c2c1C (stereo unspecified)
→ 2.4	6	-4	-3	10	2.4	-3.1	3	8	4	3.7
O=C(Nc1ccc([N+](=O)[O-])cc1)Nc1cnccn1
→ 7.7	-11	12	1	13	3.7	-2.5	3	-3	8	5.2
Cc1ccc(C(=O)CSc2nnc(-c3ccc4[nH]c(C)c(C)c4c3)o2)cc1C
→ -1.0	-25	-3	1	14	-0.7	-2.6	5	7	-14	-1.1
CC(=O)c1cccc(NC(=O)N2CCCC2C(=O)Nc2cccc(C)c2C)c1 (stereo unspecified)
→ 3.7	34	-4	-2	9	-0.4	-1.5	206	6	0	2.9
O=S(Cc1ccc(Br)cc1)Cc1nnc(SCc2ccc(Br)cc2)n1-c1ccccc1 (stereo unspecified)
→ 5.3	-42	13	-3	-28	0.5	5.8	11	2	-26	0.0
CCc1nn(CC(=O)NCCCN2CCCC2=O)c(=O)c2cc3sccc3n12
→ 4.7	-18	-3	-3	16	0.2	-3.0	-6	-1	5	2.4
CCOC(=O)Cc1ccc(NC(=O)c2ccc(C(C)(C)C)cc2)cc1
→ 1.9	-2	5	4	2	1.2	-0.4	0	11	0	2.1
CC(=O)Nc1ccc(S(=O)(=O)N(C)CC(=O)OCC(=O)c2cc(C)n(-c3ccc4c(c3)OCO4)c2C)cc1
→ 0.9	-23	8	11	6	-1.4	-1.1	2	-2	-4	-1.2
CCOc1ccc(C(=O)NCCc2cnc[nH]2)cc1OCC
→ 0.9	-1	-5	-7	14	-1.7	-2.8	3	-2	-13	-0.7
O=C(Cc1cccs1)N(Cc1cccs1)C1(C(=O)NC2CCCC2)CCCCC1
→ -1.0	73	-11	1	0	0.9	-0.1	28	7	15	-2.7
COc1ccc(C/C(N)=N/OC(=O)Cc2ccccc2)cc1
→ 1.6	nt	-5	-1	0	-1.3	0.1	5	-11	-21	-0.2
Cc1c(/C=N\NC(=O)c2ccc(F)cc2)cnn1C
→ 3.0	11	-6	5	1	1.1	-0.2	-5	4	16	-1.9
COC(=O)/C=C1/SC(=NC(=O)c2ccccc2)NC1=O
→ 2.2	8	21	-21	18	1.9	-3.1	-6	-1	3	0.5
CCn1c(O)c(N=N)c2ccccc21
→ 2.6	-17	-3	-8	13	1.4	-2.3	-9	-7	-10	-2.4
Cc1ccc(N2C(=O)C3N=NN(CC(=O)N4N=C(c5ccccc5)CC4c4ccccc4)C3C2=O)cc1 (stereo unspecified)
→ 0.6	-24	5	-9	-2	0.9	0.5	-6	-2	8	4.8
CCCCCN(C(=O)CCC(=O)OCC(=O)N(CC)C1CCCCC1)c1c(N)n(CCCC)c(=O)[nH]c1=O
→ 1.5	-8	6	1	-8	1.6	1.3	379	-1	17	0.3
COc1ccc(NC(=O)c2cc(C)nc3ccccc23)cc1S(=O)(=O)Nc1ccccc1Cl
→ 2.0	-1	-3	-7	24	1.1	-4.6	-2	-11	-24	0.2
COc1ccc(/C=C/C2=Nc3ccccc3NC(C)(C)C2)cc1OC
→ 1.5	9	4	1	-11	1.0	2.2	-5	-3	8	-1.1
CCCC(=O)Nc1ccc(S(=O)(=O)N2CCOCC2)cc1
→ 4.1	-9	-3	5	7	0.4	-1.1	-5	-4	10	0.3
CCn1cc(CNC(=O)c2cccc([N+](=O)[O-])c2)c(C)n1
→ 3.1	-1	-2	-8	4	0.1	-0.8	-1	-13	3	2.7
COCCCN1C(=O)C(O)=C(C(=O)c2ccco2)C1c1cccc(Br)c1 (stereo unspecified)
→ -2.0	5	-1	-11	8	-1.4	-1.3	-1	2	-5	0.1
COC(=O)Nc1ncc(CN2C(=O)c3ccccc3C2=O)s1
→ 2.1	-3	1	2	9	0.9	-1.6	-4	0	-4	3.4
COc1ccc(N(C(=O)c2ccc(Cl)cc2)C2=CC3CCC(C2)N3C)cc1 (stereo unspecified)
→ -0.4	-7	-5	5	-12	-0.6	2.0	128	4	-10	-1.6
CSc1nc(C)c(CCOCc2ccc(F)cc2)c(=O)[nH]1
→ 4.5	-15	-11	nt	nt	-1.1	nt	-5	nt	nt	-0.9
NS(=O)(=O)c1ccc(N2C(=O)C(=O)/C(=C(/O)c3ccccc3)C2c2ccc(Cl)cc2)cc1 (stereo unspecified)
→ -0.3	-5	3	-3	5	0.6	-0.8	20	-3	-2	1.6
CCc1nnc(NC(=O)CCS(=O)(=O)c2ccccc2)s1
→ 5.2	-9	3	-2	8	-3.0	-1.3	11	-8	12	-0.3
COc1ccccc1NC(=O)NCCN1CCCCC1
→ 2.3	26	0	-7	-3	0.3	0.6	-15	2	-8	0.2
Cc1ccc(NC(=O)CSc2n[nH]c(-c3cccnc3)n2)c(Br)c1
→ -0.7	-4	0	-4	7	2.8	-1.2	-26	6	-5	1.5
COCCNC(=O)C(c1ccc(F)cc1)N(Cc1cccs1)C(=O)CCC(=O)Nc1ccccn1 (stereo unspecified)
→ 0.4	-4	-3	-10	-7	-3.5	0.9	-26	-5	-12	0.1
Cc1csc(=O)n1CC(=O)Nc1nc2ccccc2s1
→ 5.3	15	-2	-2	17	-1.4	-4.2	321*	1	-4	-3.7
CC1CCCCC1NC(=O)c1ccc(S(=O)(=O)NCc2ccco2)cc1 (stereo unspecified)
→ 1.4	-4	-2	-6	-3	-3.0	0.6	4	2	-34	3.6
C=CCn1c(P(C)(=O)O)nc2ccccc21
→ 1.4&1.1	-9&8	-1&9	3&0	6&-10	0.4&1.2	-1.1&1.9	17&-11	-13&7	17&35	-2.2&2.8
Cc1c(Cl)cccc1NC(=O)c1cc(S(=O)(=O)N2CCOCC2)cn1C
→ 2.1	5	-1	-6	6	0.8	-0.9	-26	-11	-24	2.7
